Screens as filed in PubChem.
CCT chaperon mod – cytosolic chaperonin activity modulation | activity change, % (no concentration beside the values), hits read low | purified chaperonin ATPase assay, HTRF ADP detection, 30 min | AID 651819 | 360,000 compounds, 0.3% hits; in the data active = activity change below about -30%; also: % is scaled to controls: 0 for no effect and ±100 for the full control effect
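TRiC at 40 or 20 nM final (batch-dependent) in 30 mM Tris pH 7.4, 100 mM KCl, 5 mM MgCl2, 1 mM DTT, with compound at single 76 uM and 10 uM ATP, 30 min at 37 deg C. ADP detected by HTRF Transcreener, 665/615 ratio.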
A549 tox – A549 cytotoxicity, counter-screen for Nrf2 inhibitors. A549 ARE-Fluc cells, CellTiter-Fluor viability, 18-24 h. Potency, µM (doses to about 46 µM), for inactives: top-dose activity change, negative = cytotoxicity, hits mostly inhibitors. 390,000 compounds, 0.16% hits. AID 504648; also: potency is read from the fitted curve at half-maximal effect; % is scaled to controls: 0 for no effect and ±100 for the full control effect
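A549 ARE_Fluc cells in 5% FBS OPTI-MEM were exposed to compounds in concentration-response for 18-24 h at 37 deg C. Viability was read by CellTiter-Fluor fluorescence (Ex 405/Em 525) after 30 min, before the luciferase read.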
Akt phos inh – inhibitors of Akt phosphorylation. 360,000 compounds, 0.32% hits. Neuro2A IGF-stimulated pAkt S473 HTRF, 20 min; hits give low values. AID 651550. activity change, % for hits at 50 µM; in the data active = activity change below about -80%; inconclusive = mostly about -51% to -80%; also: % is scaled to controls: 0 for no effect and ±100 for the full control effect
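Neuro2A cells in DMEM with 0.5% FBS, overnight at 37 deg C, given compound at single 50 µM final, then IGF (6 nM final) for 20 min at 37 deg C. Lysed; phospho-Akt Ser473 by HTRF after 24 h, 665/615 ratio.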
TGFb SMAD3 inh – inhibitors of TGF-b signaling. HepG2 CAGA-GFP TGF-b/SMAD3 reporter, GFP fluorescence, 18 h; TGF-beta stimulated, 500 pg/mL final. Potency, µM (highest dose often 46.1 µM), inactives show at the highest dose activity, negative = inhibition, actives largely listed as inhibitors. 410,000 compounds, 1.2% hits. AID 588855; also: potency is read from the fitted curve at half-maximal effect; % is scaled to controls: 0 for no effect and ±100 for the full control effect; nearly all actives have a fitted effect of over 65% in size
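Cell-based qHTS in HEPG2 carrying a CAGA-GFP Smad reporter; compounds added before 500 pg/mL final TGF-beta, 18 h incubation at 37 degrees C, GFP fluorescence quantified per cell by imaging cytometry.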
Nrf2 ARE act – activators of Nrf2 (ARE) signaling; 410,000 compounds, 0.31% hits; AREc32 ARE-luciferase reporter (MCF7-derived line), luminescence, 24 h; Potency, µM (titrated, usually from 46.1 µM), inactives show at the top dose activation, usual class: activators; also: potency is read from the fitted curve at half-maximal effect; % of control where 0% means no effect; nearly all actives have a fitted effect of over 65% in size
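AREc32 cells carrying an ARE-driven firefly luciferase, 1000 cells/well in OPTI-MEM with 5% FBS, dosed after overnight attachment and incubated 24 hr at 37 deg C. Steady-Glo luminescence read after 30 min at RT.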
S2 tox – cell viability loss in ATXN counter-screen; S2 cells (HEK-293 line with an ATXN2-luciferase reporter) viability, CellTiter-Fluor protease fluorescence, 24 h; Potency, µM (series often up to 56.7 µM), most hits filed as cytotoxic; 400,000 compounds, 0.49% hits; also: potency is read from the fitted curve at half-maximal effect; nearly all actives have a fitted effect of over 40% in size
Nrf2 inh – blocks Nrf2 signaling. AID 504444. A549 ARE-Fluc reporter, luciferase luminescence, 18-24 h. 360,000 compounds, 2.1% hits. Potency, µM (titrated, usually from 46 µM), without a hit: at the top dose activity change, negative = inhibition, hits mostly inhibitors; also: potency is read from the fitted curve at half-maximal effect; % is scaled to controls: 0 for no effect and ±100 for the full control effect; nearly all actives have a fitted effect of over 60% in size
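Quantitative HTS in A549 cells stably bearing an antioxidant response element-firefly luciferase construct. Inhibition of Nrf2-driven transcription was scored by luminescence after 18-24 h of compound exposure at 37 °C.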
HepG2 viability – kills HepG2 cells in TGF-b inhibitor counter-screen; HepG2 CAGA-GFP viability, ATP luminescence, 18 h; AID 588856; Potency, µM (doses to about 46.1 µM), for the others: at the top dose activity change, negative = cytotoxicity, actives largely listed as cytotoxic; 410,000 compounds, 0.76% hits; also: potency is read from the fitted curve at half-maximal effect; some results filed as inactive show a strong effect at the top dose
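CellTiter-Glo luminescence gave cytotoxicity after 18 hours at 37 degrees C. The cells were HepG2 CAGA-GFP in 1% FBS DMEM, stimulated with 500 pg/mL TGF-beta after compound addition. %Activity was normalised to no-cell wells (complete cell-killing) and DMSO (no toxicity), and curves were fitted and classified.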
Mm-Cpn inhibitor – blocks the Methanococcus maripaludis chaperonin Mm-Cpn. purified Mm-Cpn ATPase, ADP Transcreener TR-FRET. Potency, µM (titrated, usually from 76.9 µM), for inactives: top-dose activity, negative = inhibition, most hits filed as inhibitors. 330,000 compounds, 0.031% hits; also: potency is read from the fitted curve at half-maximal effect; % is scaled to controls: 0 for no effect and ±100 for the full control effect; nearly all actives have a fitted effect of over 80% in size
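Purified archaeal Mm-CPN (25nM final) preincubated 10 min at 37degC with compound, then 10uM ATP for 30 min at 37degC; ADP measured by HTRF Transcreener TR-FRET; buffer 30 mM TRIS pH 7.4, 100mM KCl, 5mM MgCl2, 1mM DTT.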
An asterisk follows results filed as active; i = inactive; ? = inconclusive; . = not tested or not shown; & = joins results of further samples; [ ] = another dose, or the depositor's remark. Unless noted, calls follow the shape of the dose curve; as a rule, active = well fitted curve in the direction sought with a large enough effect; inconclusive = small, poorly fitted or top-dose-only effect, or another doubt; inactive = no such curve, though single readings can be large; an effect the other way counts as inactive or inconclusive.

(1) Cc1ccc(S(=O)(=O)N(C)C)cc1NC(=O)COC(=O)COc1ccc2c(C)cc(=O)oc2c1
(2) O=c1c(-c2cccc(Cl)c2)c[nH]n1-c1ccccc1
(3) O=C(NC(=S)N1CCN(CCO)CC1)C12CC3CC(CC(C3)C1)C2
(4) O=C1/C(=C\c2ccco2)SC(=S)N1Cc1ccccc1
(5) O=C(Nc1cccc(C(=O)N2CCCCC2)c1)c1ccccc1
(6) Cc1csc(SCC(=O)NCc2ccccc2Cl)n1
(7) COc1ccccc1N1CCN(S(=O)(=O)c2c(C)sc3ncn(CC(=O)N(C)c4ccc(Cl)cc4)c(=O)c23)CC1
(8) Cc1c(C)n2c(SCC(=O)N3CCCCC3)nnc2[nH]c1=O
(9) C[C@H](NC(=O)c1nc[nH]c1C(=O)N[C@@H](C)C(=O)OC(C)(C)C)C(=O)OCc1ccccc1
(10) CCN1CCN(C(=S)c2ccc(OCC(=O)NCc3ccccc3)cc2)CC1

entry no.	1	2	3	4	5	6	7	8	9	10
CCT chaperon mod	-1.7	0.0	-3.3	-1.8	0.4	0.8	.	-2.4	-1.1	-2.6
A549 tox	0%	4%	-5%	-17%	1%	5%	-5%	2%	-3%	5%
Akt phos inh	i	i	i	i	i	i	.	i	i	i
TGFb SMAD3 inh	6%	-18%	14%	-1%	5%	5%	-27%	1%	-15%	-10%
Nrf2 ARE act	-0.4%	2.9%	-0.5%	?	1.7%	3.9%	0.1%	-0.1%	0.3%	-0.4%
S2 tox	i	i	i	i	i	i	?	i	i	i
Nrf2 inh	6%	14%	-3%	10%	19%	4%	-13%[9.27 µM]	-2%	10%	-6%
HepG2 viability	1%	-25%	-9%	-31%	12%	-4%	-12%	-2%	5%	-17%
Mm-Cpn inhibitor	-2%	-5%	4%	0%	.	4%	.	-1%	3%	-6%

(11) COc1cc(NC(=O)c2cccnc2)c(Cl)cc1NC(=O)c1ccc(Cl)cc1
(12) CC(C)NC(=S)N/N=C/c1ccc2c(c1)OCCO2
(13) CC(c1nnc(SCC(=O)Nc2sccc2C#N)n1-c1ccc(Cl)cc1)N(C)C (configuration not stated)
(14) Cc1ccc(N2C(=O)C3C(C2=O)C2C=CC3C23CC3)cc1 (configuration not stated)
(15) COc1ccc(Cc2nnc(SCC(=O)Nc3c(C)cccc3C)[nH]c2=O)cc1
(16) Cc1cc(N)n2ncc(-c3ccccc3)c2n1
(17) Cc1cccc(C(=O)Nc2nnc(C3=COCCO3)o2)c1
(18) Cc1cc(/C=N/NC(=O)c2ccc(O)cc2)c(C)n1CC(C)C
(19) O=C(CN1C(=O)NC(Cc2ccccc2)C1=O)Nc1ccc(OC(F)(F)F)cc1 (configuration not stated)
(20) CC(C)C[C@H]1CN(CCCC[C@@H]2CNC(=O)C(=O)N2CC2CCCCC2)C(=O)C(=O)N1CCc1ccc(O)cc1

entry no.	11	12	13	14	15	16	17	18	19	20
CCT chaperon mod	-0.3	1.5	-1.2	-2.7	-0.1	1.3	-2.6	-3.3	-0.8	0.9
A549 tox	0%	23%	1%	.	3%	-8%	6%	-2%	-3%	.
Akt phos inh	i	i	i	i	i	i	i	i	i	i
TGFb SMAD3 inh	6%	0%	-1%	?	-7%	-13%	11%	7%	-25%	.
Nrf2 ARE act	-0.5%	2.9%	0.0%	-0.7%	-0.4%	2.5%	0.2%	1.5%	-0.2%	0.1%
S2 tox	i	i	i	i	i	i	i	i	i	i
Nrf2 inh	17%	24%	1%	-1%	6%	?	-16%	?	5%	.
HepG2 viability	-6%	1%	-10%	-9%	-23%	-16%	-3%	-13%	-21%	.
Mm-Cpn inhibitor	-5%	0%	-2%	0%	1%	0%	2%	4%	-3%	.

3 of the entries above in order of their number in Mm-Cpn inhibitor, high to low.
| No. | Molecule | Mm-Cpn inhibitor |
| --- | --- | --- |
| 18 | Cc1cc(/C=N/NC(=O)c2ccc(O)cc2)c(C)n1CC(C)C | 4% |
| 13 | CC(c1nnc(SCC(=O)Nc2sccc2C#N)n1-c1ccc(Cl)cc1)N(C)C (configuration not stated) | -2% |
| 19 | O=C(CN1C(=O)NC(Cc2ccccc2)C1=O)Nc1ccc(OC(F)(F)F)cc1 (configuration not stated) | -3% |

(listing goes on)
(21) Cc1ccc2nc(Cl)c(C3CC(c4ccco4)=NN3S(C)(=O)=O)cc2c1 (configuration not stated)
(22) CN(Cc1ccccc1)C(=O)c1ccc(NC(=O)Cc2ccc(NC(=O)C3CCCN(S(=O)(=O)c4cccc([N+](=O)[O-])c4)C3)cc2)cc1 (configuration not stated)
(23) O=C(CC1NCCNC1=O)Nc1ccccc1F (configuration not stated)
(24) CS(=O)(=O)c1ccc(Cl)c(NC(=O)COC(=O)Cc2c[nH]c3ccccc23)c1
(25) CC(C)C(=O)N1CCN(c2ccccc2NC(=S)NC(=O)c2cccs2)CC1
(26) COc1ccc(C(=O)N/C(=C\c2cccs2)c2nc3ccccc3[nH]2)cc1OC
(27) CCN(CC)S(=O)(=O)c1ccc(Cl)c(C(=O)NCc2ccco2)c1
(28) CCCCOc1cccc(C(=O)Nc2ccc(S(=O)(=O)Nc3nnc(CC)s3)cc2)c1
(29) O=C(Nc1ccc(Cl)cc1)N1CCSCC1
(30) CCN(CC(=O)Nc1cc(Cl)ccc1C)C(=O)COc1cccc2c1OC(C)(C)C2

entry no.	21	22	23	24	25	26	27	28	29	30
CCT chaperon mod	2.0	-1.2	.	-1.6	0.9	-1.7	-3.6	1.3	1.5	-0.6
A549 tox	-9%	-5%	3%	-1%	10%	1%	12%	-2%	-1%	-7%
Akt phos inh	i	i	.	i	i	i	i	i	i	i
TGFb SMAD3 inh	-23%	-4%	5%	-1%	-6%	2%	-20%	?	-5%	-24%
Nrf2 ARE act	3.6%	0.0%	-1.1%	-0.1%	3.4%	4.2%	0.0%	-0.4%	-0.4%	-0.2%
S2 tox	?	i	i	?	i	i	i	i	i	i
Nrf2 inh	5%	-27%	7%	0%	?	?	-22%	-21%	5%	-11%
HepG2 viability	-31%	-4%	8%	-3%	-31%	-26%	-10%	1%	0%	2%
Mm-Cpn inhibitor	2%	.	.	2%	-4%	0%	0%	2%	0%	-1%

(31) CN1[C@@H]2CC(OC(=O)[C@H](CO)c3ccccc3)C[C@H]1[C@@H]1O[C@@H]12 (some centres not stated)
(32) Cc1ccc(NC(=S)N(CCN2CCOCC2)Cc2cc3cc4c(cc3[nH]c2=O)OCO4)cc1
(33) C/C(=N\Nc1nncc2ccccc12)c1ccc(O)cc1
(34) Cc1cc(C)c2c(c1)/C(=N\N=c1\sc3ccccc3n1C)C(=O)N2
(35) COc1ccc(-c2nc(C#N)c(NCCc3ccccc3)o2)cc1
(36) CN1/C(=C\C=N\NC(=O)c2ccc(O)cc2)C(C)(C)c2ccccc21
(37) O=C(c1cc2ccccc2oc1=O)N1CCCN(C(=O)c2cc3ccccc3oc2=O)CC1
(38) Cc1ccc(S(=O)(=O)N2CCN(C(=O)c3cc4c(C)nn(-c5ccccc5)c4s3)CC2)cc1
(39) O=C(c1ccc(N2C(=O)C3CC=C(Cl)CC3C2=O)cc1)N1CCCCC1 (configuration not stated)
(40) CCOc1ccccc1-c1nc(-c2ccncc2)no1
(41) Cc1nn(CC(=O)Nc2ccc(Cl)cn2)c(C)c1[N+](=O)[O-]
(42) Cc1c(C(=O)Nc2ccc(F)cc2F)nnn1-c1ccccc1Br

entry no.	31	32	33	34	35	36	37	38	39	40	41	42
CCT chaperon mod	0.7&0.3&-0.1&-1.3	0.4	-0.2	-0.9	2.3	-4.0	0.9	-3.9	-1.5	-0.9	-2.1	.
A549 tox	-1%&-4%&-6%&-7%	-7%	-6%	-7%	-1%	?	18%	3%	0%	-5%	12%	0%
Akt phos inh	i	i	i	i	i	i	i	i	i	i	i	.
TGFb SMAD3 inh	-3%&9%&-5%&0%	9%	1%	-25%	-8%	0%	-4%	-8%	1%	3%	2%	-14%
Nrf2 ARE act	-0.2%&1.5%&-1.1%&0.4%	-0.7%	0.7%	0.4%	0.5%	-0.2%	-0.4%	1.7%	1.9%	5.6%	0.1%	4.6%
S2 tox	i	i	i	i	i	?	i	i	i	i	i	?
Nrf2 inh	4%&10%&4%&-5%	-1%	?	-11%	-2%	?	12%	.	-2%	1%	-23%	-2%
HepG2 viability	-7%&-15%&-3%&1%	13%	-7%	-73%	-2%	-33%	8%	11%	7%	-27%	2%	-27%
Mm-Cpn inhibitor	-3%&-1%&0%	1%	4%	2%	0%	-2%	.	0%	1%	.	0%	.

Quoted at random: 2 entries already listed
(21) Cc1ccc2nc(Cl)c(C3CC(c4ccco4)=NN3S(C)(=O)=O)cc2c1 (configuration not stated)
(25) CC(C)C(=O)N1CCN(c2ccccc2NC(=S)NC(=O)c2cccs2)CC1

entry no.	21	25
CCT chaperon mod	2.0	0.9
A549 tox	-9%	10%
Akt phos inh	i	i
TGFb SMAD3 inh	-23%	-6%
Nrf2 ARE act	3.6%	3.4%
S2 tox	?	i
Nrf2 inh	5%	?
HepG2 viability	-31%	-31%
Mm-Cpn inhibitor	2%	-4%
